CHOP UPR activ: activators of apoptotic CHOP UPR arm, primary screen, cell-based, CHO-CHOP luciferase reporter, luminescence, uHTS; UPR activation; percent of tunicamycin response over DMSO baseline; activation, % at 10 µM; 0.34% of 330,000 active; AID 449763, 2010;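 active means at 10 µM dose, activation of 40% or more, normalized to positive control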;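 further: 100% = tunicamycin at 10 µg/mL and 0% = DMSO alone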
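Evaluation: % reporter activation, DMSO baseline versus tunicamycin full activation; System: CHO-CHOP luciferase reporter cell line; Input: 500 cells/well; Incubation: 6 h compound treatment, 37 °C; Measured by: Steady-Glo luciferase luminescence; Dosing: one dose, 10 µM in 0.5% DMSO; Buffer or medium: F12 medium, 10% FBS; Benchmarks: positive tunicamycin 10 µg/mL, negative DMSO alone.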
CXCR6 block: CXCR6 receptor inhibitors, primary screen, cell-based, beta-arrestin, luminescence, CHO-K1 PathHunter, 1536-well; C-X-C chemokine receptor type 6 (Homo sapiens), O00574; inhibition, % at 20 µM; 0.36% of 360,000 active; AID 602244, 2012; in the data active means inhibition above about 34%, passing the limit was not always enough;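 further: antagonist mode with CXCL16 agonist at 10 nM final; 0% = 10 nM CXCL16 with DMSO and 100% = unstimulated wells without agonist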
Target sequence (O00574 whole entry, looked up): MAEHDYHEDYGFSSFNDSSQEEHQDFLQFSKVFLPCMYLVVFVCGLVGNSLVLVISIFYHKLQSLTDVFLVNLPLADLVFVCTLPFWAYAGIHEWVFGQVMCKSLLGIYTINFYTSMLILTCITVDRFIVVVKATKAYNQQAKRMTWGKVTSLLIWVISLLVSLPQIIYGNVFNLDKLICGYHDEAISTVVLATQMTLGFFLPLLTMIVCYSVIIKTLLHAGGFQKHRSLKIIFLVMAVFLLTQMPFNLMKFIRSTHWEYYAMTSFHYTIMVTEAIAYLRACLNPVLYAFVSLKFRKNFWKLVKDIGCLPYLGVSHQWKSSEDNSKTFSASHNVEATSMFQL
TIM10 inh: growth inhibitors of isogenic TIM10 control yeast, primary screen, counter-screen for tim10-1 yeast inhibitor project, luminescence, uHTS; S. cerevisiae TIM10 strain growth, BacTiter-Glo luminescence, 24 h; inhibition, % at 10 µM; 1.4% of 330,000 active; AID 463195, 2010;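 active means inhibition of 40% or more at the single tested concentration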;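 further: wild-type TIM10 isogenic control strain grown at permissive 25 °C; 0% = DMSO yeast wells and 100% = minimal medium wells without yeast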
APJ agonist: agonists of human apelin receptor APJ, primary screen, CHO-K1 cells, PathHunter beta-arrestin, luminescence. 0% DMSO wells, 100% apelin. activation, % at 20 µM. P35414. AID 2520, 2010. 0.11% of 330,000 active;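 active means activation more than six SD over the plate average, tested at 20 µM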;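 further: 0% = DMSO alone and 100% = apelin-13 at 10 nM; some results filed as inactive read as strong as hits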
Target sequence (P35414 whole entry, looked up): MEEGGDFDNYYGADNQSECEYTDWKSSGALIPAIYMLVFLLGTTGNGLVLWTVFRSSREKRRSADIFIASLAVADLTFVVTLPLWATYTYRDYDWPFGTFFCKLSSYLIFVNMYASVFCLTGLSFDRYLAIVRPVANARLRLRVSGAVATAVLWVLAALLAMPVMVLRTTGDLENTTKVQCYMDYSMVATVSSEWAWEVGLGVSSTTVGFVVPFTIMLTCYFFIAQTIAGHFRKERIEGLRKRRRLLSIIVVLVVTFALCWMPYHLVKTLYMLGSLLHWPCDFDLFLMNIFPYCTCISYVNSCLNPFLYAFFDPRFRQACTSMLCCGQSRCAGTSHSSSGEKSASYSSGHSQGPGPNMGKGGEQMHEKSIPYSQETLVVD
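Test system – PathHunter CHO-K1 APJ (AGTRL-1) beta-arrestin reporter cells · Input – 1000 cells/well · Compound – single test compound dose, 20 µM final, 1% DMSO · Times – compound stimulation 90 min at 25 °C, detection 60 min · Technique – beta-gal luminescence · Read-out basis – APJ–arrestin association signal · Control set – negative DMSO alone, positive Apelin-13 at 10 nM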
tim10-1 inh: growth inhibitors of tim10-1 mutant yeast, primary screen, luminescence, uHTS; inhibition, % at 20 µM; 2.2% of 330,000 active; S. cerevisiae tim10-1 ts strain growth, BacTiter-Glo, 24 h;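 active means inhibition of at least 40%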;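 further: mutant grown at 25 °C; 0% = DMSO wells with yeast and 100% = wells holding no yeast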
APJ antag: antagonists of human apelin receptor APJ, primary screen, CHO-K1 cells, beta-arrestin complementation, luminescence | 0.32% of 330,000 active | P35414 | inhibition, % at 20 µM | AID 2521, 2010;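 active means inhibition above about 40% at 20 µM, limit read from the data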;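 further: cells challenged with 10 nM apelin-13 agonist together with compound; plate controls were apelin-13 plus DMSO wells for no effect and DMSO wells lacking apelin-13 for full effect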
tim23-1 inh: growth inhibitors of tim23-1 mutant yeast, primary screen, luminescence, uHTS | S. cerevisiae tim23-1 growth, BacTiter-Glo luminescence, 24 h | inhibition, % at 20 µM | 1.3% of 330,000 active | AID 463212, 2010;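 active means growth inhibition of the mutant yeast at or above 50%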;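 further: temperature-sensitive mutant grown at 25 °C; plate controls were DMSO-treated mutant yeast for no effect and medium wells lacking yeast for full effect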
XBP1 UPR activ: activators of adaptive XBP1 UPR arm, primary screen, cell-based, CHO-XBP1 luciferase reporter, luminescence, uHTS | IRE1-XBP1 UPR activation; percent of tunicamycin response, DMSO as zero | activation, % at 20 µM | 0.33% of 330,000 active;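 active means versus positive control, 20 µM dose yields 30% or more activation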;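 further: 100% = tunicamycin at 10 µg/mL and 0% = DMSO only wells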
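Material: CHO cell line with stable XBP1 luciferase reporter; schedule: 16-18 h cell attachment at 37 °C, then 6 h compound exposure; signal: glow luminescence from Steady-Glo reagent; medium: serum-containing F12 medium, 10% FBS; benchmarks: tunicamycin 10 µg/mL and vehicle-only wells; read-out: percent activation relative to tunicamycin reference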
Mdm2-MdmX inh: inhibitors of human Mdm2-MdmX association, primary screen, cell-based, luminescence, split luciferase, SaOS-2, uHTS | 3% of 330,000 active | inhibition, % at 8 µM | Protein Mdm4 (Homo sapiens) + E3 ubiquitin-protein ligase Mdm2 (Homo sapiens), … | SaOS-2 split-luciferase Mdm2/MdmX complementation;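 active means inhibition of at least 50% at 8 µM in the primary screen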
Numbers without * were called inactive; . = not tested or not shown.

Results follow in this order: CHOP UPR activ	CXCR6 block	TIM10 inh	APJ agonist	tim10-1 inh	APJ antag	tim23-1 inh	XBP1 UPR activ	Mdm2-MdmX inh
O=P1(NCCCn2cc[n+](Cc3nc4ccccc4[nH]3)c2)C=C(c2ccccc2)OC(c2ccccc2)=C1
  -1.0	1	-3	-3	-13	1	-3	0	2
Cc1ccc(-n2c(O)c(C=NCc3cccnc3)c(=O)[nH]c2=O)cc1C
  1.3	4	7	-3	-9	4	3	-7	1
CCOc1ccc(CN2CCCC(C(=O)c3ccccc3OC)C2)cc1 (stereo not drawn)
  1.8	2	4	-3	14	13	4	-2	17
CCN1C(=O)NC(=O)/C(=C/c2cc(C)n(-c3sc(C)c(C)c3C#N)c2C)C1=O
  2.3	2	-6	0	9	12	24	2	16
CN1CCN(c2ccc3c(c2)S(=O)(=O)c2ccccc2C3=O)CC1
  4.1	5	-9	0	14	2	-11	13	-47
O=C(N/N=C/c1c(O)n(-c2cccc3ccccc23)c(=O)[nH]c1=O)c1ccncc1
  0.5	-9	8	-3	5	-17	13	0	5
O=c1[nH]oc2c1CCNC2
  0.8	-2	-1	-2	-5	6	-1	-6	24
CC(C)CCCn1c(O)c(/C=C2/C=CC=N2)c(=O)[nH]c1=O
  0.9	1	7	1	14	-18	41	3	23
COc1ccc(C2C([N+](=O)[O-])=C(N)Oc3c2c(=O)oc2ccccc32)cc1 (stereo not drawn)
  0.2	.	5	-5	12	19	10	3	10
COc1ccc(/C=C/C(=O)c2c(O)n(CCC3=CCCCC3)c(=O)[nH]c2=O)cc1OC
  1.2	-1	-20	-6	4	-26	-2	0	69*
CCOC(=O)C(O)(c1ccc(NC(=S)NC(=O)c2ccc(Cl)cc2Cl)c(C)c1)C(F)(F)F (stereo not drawn)
  2.6	15	31	2	39	6	40	0	21
NP(=O)(OCCCc1ccccc1)Oc1ccccc1 (stereo not drawn)
  0.1	-7	11	6	9	5	23	1	-16
N#C/C=C/C#N
  -0.8	-4	6	0	-5	-8	-18	-1	41
Cc1cc(S(=O)(=O)NCC(C)C)ccc1OCC(=O)N1CCN(Cc2ccccc2)CC1
  -1.7	3	16	-4	19	5	21	-2	24
CSc1ncc(/C=C2/C(=O)NC(=O)N(c3ccc(C(C)C)cc3)C2=O)cn1
  3.9	7	10	-2	4	5	-1	-5	12
Cn1cccc1CNCCc1ccc(F)cc1
  1.5	8	-12	-1	17	0	-6	0	15
CCCCn1c(O)c(C(CC)=NC(C)c2ccccc2)c(=O)[nH]c1=O (stereo not drawn)
  -2.1	-11	0	3	9	12	13	3	18
O=C(COc1ccc(Cl)cc1)N(c1ccc(Cl)cc1)C1CN2CCC1CC2 (stereo not drawn)
  0.0	7	-7	-3	-4	4	6	10	51*
COc1cc(/C=N/NC(=O)CN2CC(c3ccccc3)CC2=O)ccc1OC(=O)N(C)C (stereo not drawn)
  0.5	0	-3	-3	9	0	-9	-1	27
CC(N)Cc1c[nH]c2ccc(Cl)cc12 (stereo not drawn)
  -2.1	-5	8	-2	8	-15	0	0	11
O=C1CC(=O)N(c2cccc(Cl)c2)C(=O)N1
  -1.7	9	-7	4	11	-14	4	-5	-16
CCN1CCN(c2nc([N+](=O)[O-])nn2C)CC1
  -0.6	-4	2	2	-1	23	-5	0	21
CS(=O)(=O)N1CCN(C(=N)N[N+](=O)[O-])CC1
  -0.7	5	-1	1	4	-14	12	-1	-14
O=c1[nH]c(=O)n(CCc2ccccc2)c(O)c1C=NCCCn1ccnc1
  0.0	-3	7	-3	-1	4	-4	-3	14
Nc1ccncc1
  0.5	0	8	-3	-9	4	-3	-7	1
O=S(=O)(NC1CCCC1)OCC(Cl)(Cl)Cl
  1.1	-1	9	7	7	-2	29	0	7
O=P(c1ccccc1)(c1ccccc1)N1CCCCC1
  -0.3	5	-4	0	1	20	19	-2	7
CCCn1c(C(=O)c2ccccc2)nc2ccccc21
  2.7	-15	16	-1	20	-31	23	1	-35
C[C@@H]1CC[C@@]2(NC1)O[C@H]1C[C@H]3[C@@H]4CC=C5C[C@@H](O)CC[C@]5(C)[C@H]4CC[C@]3(C)[C@H]1[C@@H]2C
  0.5	-4	49*	-1	51*	-2	54*	-2	58*
CC#CP(=O)(OC)C(O)(CF)c1ccccc1 (stereo not drawn)
  -1.1	5	-8	-6	18	-11	1	4	3
COc1cccc(-c2nn(Cc3ccccc3)cc2C(=O)O)c1
  -0.5	6	-15	1	16	-5	14	-3	1
Cn1c(=O)c2nncnc2n(C)c1=O
  -1.1	-5	8	-3	1	-6	11	-3	-12
COCc1cc(OC(=O)N(C)C)nc(-c2ccc(C)c(Cl)c2)n1
  0.6	3	20	-2	12	9	18	4	16
Cc1ccc(OCC(=O)N2CCN(C3CCC(c4ccccc4)CC3)CC2)cc1 (stereo not drawn)
  -0.6	-2	19	-2	-13	11	-357	0	5
Cc1ccc(S(=O)(=O)N(C)C/N=C(\N)N[N+](=O)[O-])cc1
  -1.5	-4	3	-2	1	3	1	7	14
CN(C)C(=O)CSc1nnc([C@@H](N)Cc2ccccc2)o1
  0.0	-10	-6	1	16	8	0	1	10
CC(C)(C)C(=O)OCC12CCC(O1)C1(C)C(=O)OCC21 (stereo not drawn)
  -1.7	-1	-3	-4	8	-6	12	2	-12
COC(=O)c1ccccc1OP1(=O)COc2ccccc2OC1
  -1.2	-7	10	0	8	-10	-4	1	3
Cn1c(O)c(/C=N/c2ccccn2)c(=O)n(C)c1=O
  0.5	2	4	1	0	11	-2	-3	8
COc1ccc(C(=O)Cn2c(NCCCl)nc3ccccc32)cc1
  3.6	-1	-13	-2	-13	-5	-7	-2	13
O=C(NC(=S)N1C[C@H]2C[C@H](C1)c1cccc(=O)n1C2)c1ccc(F)cc1
  1.7	3	-8	-1	2	0	-17	-2	0
CCCCC(=O)N/N=C/c1c(O)n(CCc2ccc(OC)c(OC)c2)c(=O)[nH]c1=O
  -1.8	7	24	0	9	-9	25	1	-5
Cc1cc(CN(C)C)c(OC(=O)N(C)C)cc1C
  2.8	-2	8	0	1	6	8	2	10
CCn1cc(C(=O)NCc2ccccc2)c2ccccc21
  -1.7	-11	31	-1	9	0	17	-2	19
CCOCC(=O)NC1CCSC1=O (stereo not drawn)
  -1.3	3	7	-4	2	13	-9	2	11
CCOC(=O)CCN=Cc1c(O)n(-c2ccc(Br)cc2)c(=O)[nH]c1=O
  -0.8	-4	12	-1	6	-3	2	0	6
O=C(COC(=O)c1ccc(O)cc1)Nc1ccc(Cl)cc1C(=O)c1ccccc1
  -2.2	0	-2	-3	33	11	24	0	1
CN(C(=O)CN1CC=C(c2ccccc2)CC1)c1c(N)n(Cc2ccccc2)c(=O)[nH]c1=O
  -0.1	0	6	-3	2	2	2	-8	-1
O=C(CF)NC(NC(=S)Nc1ccccc1O)C(Cl)(Cl)Cl (stereo not drawn)
  2.8	-6	-38	-3	-56	-20	-25	-3	25
O=c1[nH]c(=S)n(CCC2=CCCCC2)c(O)c1C=NCc1cccnc1
  -2.7	2	12	0	29	-6	15	-1	19
COC(=O)C1=C(c2ccc(OC)c(OC)c2)C[C@@H]2CC[C@H]1N2C(=O)N1CCc2cc(OC)c(OC)cc2C1
  2.1	-3	8	-3	-1	7	14	-3	0
c1ccc(C2CC3CC(c4ccco4)N2O3)cc1 (stereo not drawn)
  0.9	10	0	-3	14	-3	-2	-4	-8
COc1ccccc1OCC(=O)N1CCCC(N(C)Cc2ccccc2)C1 (stereo not drawn)
  -0.6	-2	2	-1	-6	-1	-1	-3	4
O=C(Cc1ccccc1)Oc1cccc(-n2cnnn2)c1
  -2.2	-2	15	-3	23	-3	24	1	-1
CCCCCc1cc(O)c2c3c(c(=O)oc2c1)CN(C)CC3
  -0.1	-7	10	5	-13	-56	9	6	27
c1ccc(-c2nc(N3CCOCC3)s[n+]2-c2ccccc2)cc1
  2.3	-22	4	-2	6	11	9	3	-38
O=C(COc1ccccc1)N1CCN(C/C=C/c2ccccc2)CC1
  1.7	-1	23	-3	9	4	30	0	1
OC(c1cccc(Cl)c1)(c1cccc(Cl)c1)C1CN2CCC1CC2 (stereo not drawn)
  1.3	3	3	-4	4	24	-3	3	74*
Cc1c(C(c2ccc(Cl)cc2Cl)c2c(O)c3ccccc3oc2=O)c(=O)n(-c2ccccc2)n1C (stereo not drawn)
  3.2	-6	5	-1	12	-4	21	-3	1
CCOc1ccc(-n2c(O)c(C=Nc3ccc(N(CC)CC)cc3)c(=O)[nH]c2=O)cc1
  1.1	7	-11	3	12	-8	9	2	1

Other compounds:
Results follow in this order: CHOP UPR activ	CXCR6 block	TIM10 inh	APJ agonist	tim10-1 inh	APJ antag	tim23-1 inh	XBP1 UPR activ	Mdm2-MdmX inh
O=S(=O)(c1ccccc1)N1CC1c1ccccc1 (stereo not drawn)
  2.1	4	-22	-3	5	-20	-2	0	1
CC(=O)Nc1ccc([As](=O)(O)c2ccc([N+](=O)[O-])cc2)cc1
  -1.2	10	4	-2	0	-26	19	-1	-1
CN(C)CCOC(=O)c1cn(Cc2ccccc2)c2ccccc12
  -2.6	-6	9	-1	28	8	20	-2	-9
Fc1cccc(C2NCCc3[nH]cnc32)c1 (stereo not drawn)
  2.3	-4	5	-1	1	0	2	-2	8
CCN(CC)C(=O)c1ccc(NC(=O)c2cccc(C(F)(F)F)c2)cc1
  -1.2	-7	-10	0	13	9	-12	-2	32
COc1cc(Cn2c(N)c(C(=O)NCc3ccco3)c3nc4ccccc4nc32)cc(OC)c1OC
  22	1	6	-8	19	34	3	36*	27
COCCOC(=O)c1c(N)n(Cc2ccccc2)c2nc3ccccc3nc12
  11	21	6	-18	31	39	35	14	0
C[C@]12CCC3C(CC[C@@H]4C[C@H](O)CC[C@]34C)C1CCC2=O (stereo partly drawn)
  2.0	6	-1	3	2	6	32	1	17
Cc1c(N=Nc2c(O)n(C)c(=O)n(C)c2=O)c(=O)n(-c2ccccc2)n1C
  1.2	2	1	1	21	-7	0	0	-29

Assay outcomes (PubChem)

These rows are one share of the data (hit frequency here may not be typical).
